beta cell repl: inducers of MIN6 beta-cell proliferation, primary screen, ATP luminescence, uHTS; proliferation, % at 10 µM; MIN6 cells proliferation, ATPlite luminescence, 48 h; cells starved in 0.2% serum; 100% = growth in 10% serum; 330,000 tested, 0.29% active;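 active means compounds whose signal lies at least 3.5 SD above the mean of all wells on their plate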;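 further: 0% = DMSO-treated cells in low-serum medium and 100% = 10% serum control; some compounds called inactive have numbers as strong as hits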
PfG6PD inh: PfG6PD enzyme inhibitors, primary screen, biochemical, fluorescence intensity, uHTS; glucose-6-phosphate dehydrogenase-6-phosphogluconolactonase (Plasmodium falciparum 3D7); PfGluPho enzyme, NADPH resazurin-diaphorase fluorescence; inhibition, % at 20 µM; 350,000 tested, 0.78% active;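 active means inhibition reaching at least a set limit at 20 µM in the primary screen, cut at about 59% in these data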;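 further: 0% = DMSO wells with substrate and 100% = DMSO wells lacking glucose-6-phosphate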
HKDC1 inhibitor: HKDC1 hexokinase inhibitors, primary screen, biochemical, fluorescence, uHTS; Q2TB90; recombinant HKDC1, G6PDH/diaphorase resazurin coupled fluorescence; inhibition, % at 20 µM; 340,000 tested, 0.16% active; AID 493160, 2011;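 active means inhibition above about 35% when tested at 20 µM, limit read from the data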;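 further: plate controls were DMSO wells with enzyme for no effect and DMSO wells lacking enzyme for full effect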
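Incubation: 90 min at room temperature in dark / Material: recombinant HKDC1 (HK5) hexokinase enzyme, produced in-house / Quantity: enzyme 5 µg/mL final / Compound: one dose of 20 µM, 1% DMSO / Reagent: glucose and ATP substrates / Buffer or medium: Tris pH 8.0 buffer with MgCl2, Tween-20, BSA, BME / Technique: resorufin fluorescence at 613 nm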
SENP8 block-1: SENP8 protease inhibitors, primary screen, biochemical, luminescence; purified SENP8, Z-RLRGG-aminoluciferin cleavage; inhibition, % at 10 µM; 330,000 tested, 1.2% active; AID 2540, 2010; in the data active means inhibition above about 50%
Target sequence (Q96LD8 whole entry, looked up): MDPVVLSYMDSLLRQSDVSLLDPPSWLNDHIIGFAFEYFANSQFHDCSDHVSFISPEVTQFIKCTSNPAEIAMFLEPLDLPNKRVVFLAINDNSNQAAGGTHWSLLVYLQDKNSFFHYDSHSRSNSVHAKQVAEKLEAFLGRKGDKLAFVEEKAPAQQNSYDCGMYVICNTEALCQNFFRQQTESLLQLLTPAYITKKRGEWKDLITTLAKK
SENP7 block: SENP7 protease inhibitors, primary screen, biochemical, luminescence, uHTS | 330,000 tested, 1.5% active | inhibition, % at 5 µM | recombinant SENP7, Z-RLRGG-aminoluciferin luminescence, 40 min;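 active means inhibition above about 50% at the single test dose, limit read from the data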;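 further: plate controls were DMSO with enzyme for no effect and no enzyme buffer wells for full effect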
SENP1 FRET inh: human SENP1 catalytic domain inhibitors, primary screen, biochemical, FRET, uHTS; Sentrin-specific protease 1 (Homo sapiens), Q9P0U3; inhibition, % at 10 µM; AID 624204, 2012; recombinant SENP1 catalytic domain, CyPet-SUMO1-YPet FRET cleavage; 360,000 tested, 0.21% active;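 active means inhibition at least 30% at 10 µM, raw YFP signal under a set limit, fluorescence ratio 0.5 to 1.5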;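 further: 0% = enzyme with DMSO and 100% = no enzyme wells; some results filed as inactive read as strong as hits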
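Controls: no-enzyme wells low, DMSO-plus-enzyme wells high control. Test system: human recombinant His6-tagged SENP1 catalytic domain enzyme. Reagent: SFCypet-SUMO1-SFYpet FRET protein substrate, 25 nM final. Doses: one dose per compound, 10 µM, 0.5% DMSO. Detection: FRET, CFP and YFP emission. Timing: 50 min reaction at room temperature.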
SENP6 block: SENP6 protease inhibitors, primary screen, biochemical, luminescence, uHTS; Recombinant SENP6 catalytic domain, aminoluciferin luminescence; inhibition, % at 10 µM; 330,000 tested, 1.8% active;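 active means inhibition above about 50% at the single tested dose, limit read from the data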;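 further: plate controls were DMSO wells with enzyme for no effect and DMSO wells lacking enzyme for full effect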
UBC13 inh: UBC13 polyubiquitin chain formation inhibitors, primary screen, biochemical, TR-FRET, uHTS; Ubiquitin-conjugating enzyme E2 N (Homo sapiens), P61088; inhibition, % at 20 µM; 330,000 tested, 0.47% active; in the data active means inhibition above about 45%, passing the limit was not always enough
SENP8 block-2: human SENP8 protease inhibitors, primary screen, biochemical, fluorescence, Nedd8 protein substrate, uHTS | 360,000 tested, 0.64% active | AID 602440, 2012 | recombinant SENP8 | inhibition, % at 20 µM; in the data active means inhibition mostly above about 40%, no sharp cut-off; inactive means mostly below about 27%
The depositor's hits bear a star.

SMILES | beta cell repl | PfG6PD inh | HKDC1 inhibitor | SENP8 block-1 | SENP7 block | SENP1 FRET inh | SENP6 block | UBC13 inh | SENP8 block-2
O=C(CCN1CCN(CCO)CC1)N1c2ccccc2Sc2ccc(C(F)(F)F)cc21 | -7.6 | 1.6 | -5.7 | -2.6 | 8.4 | 2.9 | -12.2 | 22.3 | -5.7

The list is partial, so the mix of outcomes need not match the whole.
